pPAFAH inh – inhibitors of human plasma PAF acetylhydrolase (pPAFAH) | Q13093 | recombinant pPAFAH, FP-rhodamine probe fluorescence polarization | inhibition, % at 3.39 µM | 330,000 tested, 1.5% active;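 active = inhibition above the mean inhibition across the screen plus 3 SD, cut at about 25% in these data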;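 also: inhibitors block binding of the rhodamine activity-based probe so polarization drops; 0% = enzyme with DMSO and 100% = wells lacking pPAFAH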
Target sequence (Q13093 whole entry, looked up): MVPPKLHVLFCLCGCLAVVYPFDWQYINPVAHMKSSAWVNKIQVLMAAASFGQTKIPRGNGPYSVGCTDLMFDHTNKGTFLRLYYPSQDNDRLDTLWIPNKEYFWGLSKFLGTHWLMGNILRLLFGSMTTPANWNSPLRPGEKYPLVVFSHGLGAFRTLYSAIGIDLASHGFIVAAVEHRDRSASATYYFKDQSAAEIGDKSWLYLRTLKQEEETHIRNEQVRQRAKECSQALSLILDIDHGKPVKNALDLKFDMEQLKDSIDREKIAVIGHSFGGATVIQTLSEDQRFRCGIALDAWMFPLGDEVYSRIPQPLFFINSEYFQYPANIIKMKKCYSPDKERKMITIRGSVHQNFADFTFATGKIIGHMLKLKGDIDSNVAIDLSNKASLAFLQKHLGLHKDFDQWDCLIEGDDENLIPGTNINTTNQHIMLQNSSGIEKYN
MEX-5 binding – C. elegans MEX-5 TCR-2 RNA binding activity; Q9XUB2; MEX-5/FITC-TCR2 RNA binding, fluorescence polarization; hits give low values; activity score (negative = inhibition of binding), % at 10 µM; 300,000 tested, 0.38% active; AID 1832;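 active = inhibition past about -25% in most replicates, and total fluorescence under double the plate's negative control median, limit read from the data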;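 also: 0% = DMSO and -100% = 5 µM competing unlabeled TCR2 RNA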
Target sequence (Q9XUB2 whole entry, looked up): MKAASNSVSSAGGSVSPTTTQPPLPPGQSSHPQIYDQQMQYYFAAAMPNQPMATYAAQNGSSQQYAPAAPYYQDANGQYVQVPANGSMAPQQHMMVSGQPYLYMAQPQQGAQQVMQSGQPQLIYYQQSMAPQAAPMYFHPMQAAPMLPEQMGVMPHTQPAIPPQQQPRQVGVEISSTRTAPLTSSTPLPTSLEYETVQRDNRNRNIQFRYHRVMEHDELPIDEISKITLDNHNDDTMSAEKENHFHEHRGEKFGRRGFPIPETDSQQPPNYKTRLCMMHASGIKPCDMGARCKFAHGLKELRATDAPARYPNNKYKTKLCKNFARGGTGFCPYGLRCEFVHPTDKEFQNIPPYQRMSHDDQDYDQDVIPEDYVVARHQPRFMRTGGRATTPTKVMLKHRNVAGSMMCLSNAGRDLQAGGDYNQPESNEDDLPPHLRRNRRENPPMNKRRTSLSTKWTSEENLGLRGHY
PME-1 primary – PME-1 (human) inhibition | 320,000 tested, 0.53% active | AID 2130 | Q9Y570 | recombinant PME-1, FP-Rh probe fluorescence polarization | inhibition, % at 5.9 µM;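 active = inhibition above the campaign mean of all compounds plus 3 SD, cut at about 26% in these data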;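 also: competitive labeling of PME-1 active site by serine hydrolase directed probe; 0% = PME-1 with DMSO and 100% = wells lacking PME-1 enzyme; inhibitors block probe labeling so polarization falls and inhibition rises; many of its hits are not listed in these tables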
Bcl-xL primary – Bcl-xL (human) inhibition; Q07817; AID 2129; inhibition, % at 10.9 µM; 320,000 tested, 0.7% active; GST-Bcl-xL / FITC-Bim BH3 peptide fluorescence polarization;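 active = inhibition above the mean of all tested compounds plus 3 SD, cutoff set per campaign, cut at about 30% in these data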;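 also: 0% = DMSO wells and 100% = unlabeled Bim-BH3 peptide competitor; inhibitors lower millipolarization by displacing the labeled peptide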
Fam108B inh – Fam108B inhibition, counter-screen for RBBP9 inhibitors. recombinant Fam108B, FP-Rh probe fluorescence polarization. inhibition, % at 9.51 µM. 300,000 tested, 0.33% active;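 active = inhibition above the screen mean inhibition plus 3 SD, computed separately per campaign, cut at about 18% in these data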;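 also: inhibitors lower polarization as less probe binds the enzyme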
MCL1 BIM primary – MCL1-BIM-BH3 interaction inhibition (human); GST-MCL1 / FITC-Bim-BH3 fluorescence polarization; inhibition, % at 10.9 µM; 320,000 tested, 0.68% active; AID 2057;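 active = inhibition above the mean inhibition of all tested compounds plus 3 SD, set per campaign, cut at about 40% in these data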;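 also: 0% = DMSO wells and 100% = unlabeled Bim-BH3 peptide control; higher means more loss of mP so more displacement of Bim peptide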
PAFAH1B2 inh – PAFAH1B2 (human) inhibition. recombinant PAFAH1B2, FP-rhodamine activity probe, fluorescence polarization. P68402. inhibition, % at 3.39 µM. AID 492953. 340,000 tested, 1.2% active;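 active = inhibition above the mean of all tested compounds plus 3 SD, cut at about 24% in these data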;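 also: 0% = enzyme with DMSO and 100% = wells lacking PAFAH1B2; many of its hits are not listed in these tables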
AHR activator – human AHR activation | P35869 | AHR-responsive luciferase reporter cells, luminescence | activation, % at 5 µM | 320,000 tested, 2.5% active | AID 2796; in the data active = activation above about 47%;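 also: 0% = vehicle wells and 100% = reference agonist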
GLD-1 RNA inh – GLD-1-TGE RNA interaction inhibition (C. elegans) | Q17339 | purified GLD-1 + fluorescein TGE RNA, fluorescence polarization | inhibition, % at 5.96 µM | 320,000 tested, 0.44% active;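 active = percent inhibition above a per-plate cutoff, the plate mean of test compounds plus 3 SD, cut at about 30% in these data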;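 also: 0% = DMSO wells with GLD-1 and probe and 100% = wells lacking GLD-1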
Starred values were filed as active, the others as inactive; . = no result given; + = active, no number. A portion of the library; count on the stated rates, not on these rows.

SMILES	pPAFAH inh	MEX-5 binding	PME-1 primary	Bcl-xL primary	Fam108B inh	MCL1 BIM primary	PAFAH1B2 inh	AHR activator	GLD-1 RNA inh
CC1NC(=O)NC1CCCCCC(=O)Nc1ccc(F)c(Cl)c1 (stereo not given)	5.5	-2.7	3.0	2.9	-3.2	2.4	0.8	3.3	2.2
CCN(CC)CCCN1C(=O)C(O)=C(C(=O)c2sc(C)nc2C)C1c1ccco1 (stereo not given)	-2.3	1.7	-10.9	2.9	-0.4	8.0	-0.3	1.9	3.1
CC(C)Cc1cc(CN2CCC(CO)(Cc3ccccc3)CC2)[nH]n1	6.3	1.0	-1.5	6.3	-1.3	-0.2	-0.3	0.9	3.6
Clc1ccc(/C=N/Nc2nn[nH]n2)cc1	-1.5	0.1	-0.2	-0.3	0.3	3.0	11.1	5.1	-11.3
Cc1ccccc1Cn1ccc(=NCc2ccccc2)cc1	3.8	2.0	-3.0	-2.0	-1.0	-16.8	.	-0.5	0.1
CCSCc1nnc(SCC(=O)Nc2nc3ccccc3s2)n1C	5.1	-1.3	2.8	-17.4	-0.9	-23.0	2.3	9.5	10.4
CCOC(=O)N1CCN(C(=O)c2ccccc2N(C)S(C)(=O)=O)CC1	3.4	0.1	0.9	-1.5	-2.7	-2.1	2.2	-1.2	-0.2
c1csc(-c2nnc(Cc3cccc4ccccc34)o2)c1	5.0	-0.3	-0.1	6.6	-1.7	12.2	2.0	4.9	9.3
CCOC(=O)NC(=O)CSc1ccc(C)cc1C	3.0	1.9	0.1	5.8	0.2	4.5	3.8	1.1	-1.1
O=C(c1cccnc1)N1CCC(Oc2ccc(C(=O)N3CCCCO3)cc2)CC1	-1.2	-0.3	0.1	0.0	-1.7	1.3	-2.4	1.4	-7.7
O=C(NCCC1CCCCN1S(=O)(=O)c1ccc(F)cc1)C(=O)NCCN1CCOCC1 (stereo not given)	10.2	0.5	3.6	4.5	2.2	-1.6	-0.3	-0.7	8.6
Cc1nc(SCc2nc3ccc([N+](=O)[O-])cc3[nH]2)c2oc3ccccc3c2n1	-3.8	.	.	.	.	.	-2.6	7.6	-1.8
C[C@]1(CO)CCC[C@@]2(C)C1CC[C@@H](CO)[C@@H]2CCc1ccoc1 (stereo not given in full)	-4.2	0.1	0.3	-0.6	-1.8	2.2	5.4	1.2	-4.0
Cc1ccc(S(=O)(=O)N(CC(=O)N/N=C/c2ccco2)Cc2ccccc2)cc1	6.3	-3.7	0.1	5.0	-3.0	-1.6	2.7	1.6	-3.3
NC(=O)C1CC(=O)N(c2ccc(OCC(=O)NCc3ccccc3)cc2)C1 (stereo not given)	4.5	0.0	5.0	5.8	1.6	-2.8	-1.1	-1.7	-0.2
CCN1/C(=C2\C(=O)N(C)C(=S)N2c2ccccc2)C=Cc2ccccc21	0.3	-3.3	3.5	-4.6	5.2	-4.3	-4.5	6.3	-0.2
CCOc1ccc(C(=O)Nc2ccccc2CC)cc1[N+](=O)[O-]	2.6	0.9	0.1	-3.0	2.7	-8.8	-2.2	0.1	3.0
NC(N)=N/N=C/c1ccc(OCc2ccccc2)cc1	0.3	3.2	-1.9	5.7	2.6	3.4	1.5	3.2	-3.4
Cc1ccc(C2c3c(oc4ccccc4c3=O)C(=O)N2CCCN2CCOCC2)o1 (stereo not given)	6.9	-1.8	10.1	11.7	-2.4	10.3	8.0	5.1	8.6
Cc1ccc(C)c(CN2C(=O)C3CCCN3c3ccc(S(=O)(=O)N4CCOCC4)cc32)c1 (stereo not given)	-5.5	4.6	-18.7	-5.5	-24.6	-21.2	.	21.4	-10.7
CCOc1cc(-c2nnn(CC(=O)N3CCCCC3)n2)ccc1OC	5.2	-0.9	3.1	8.0	4.3	13.0	6.3	3.7	3.9
COCCCNC(=O)CSC1=Nc2ccccc2C2=NC(Cc3c[nH]c4ccccc34)C(=O)N12 (stereo not given)	1.6	-1.3	-7.2	3.4	-0.9	4.4	2.0	22.5	-3.2
O=C(COc1ccc(Cl)cc1)NCCCNC(=O)c1cnccn1	3.4	-0.8	-4.3	0.3	1.9	7.0	9.4	0.1	7.7
Cc1ccc(N=Cc2ccc(O)cc2O)cc1F	8.8	-8.5	2.9	6.0	1.3	7.0	2.1	4.8	21.7
CN1/C(=C\C(=O)c2cccnc2)Sc2ccccc21	2.1	-1.8	0.1	4.2	1.2	7.1	-0.3	13.3	4.1
C[C@H](NC(=O)c1ccccc1Cl)C(=O)Nc1ccccc1F	4.6	2.0	-2.1	6.5	-2.6	7.4	6.0	1.4	4.7
CC(=O)NC(NC(=S)N1CCCCCC1)C(Cl)(Cl)Cl (stereo not given)	-9.8	2.7	-5.2	3.6	-3.5	6.8	4.7	2.3	3.5
C[C@@H]1CN([C@@H](C)CO)C(=O)c2cccc(NC(=O)C3CCOCC3)c2O[C@H]1CN(C)S(=O)(=O)c1ccc(Cl)cc1	3.8	.	.	.	.	.	10.3	-2.1	-0.2
CC(c1nccs1)N(C)C(=O)CCc1nnc(CCc2ccccc2)o1 (stereo not given)	18.1	-4.1	-1.6	-0.1	-0.2	2.5	2.0	0.7	5.1
Cc1cc(F)ccc1NS(=O)(=O)c1cccc2nsnc12	9.1	-0.7	4.6	3.3	6.3	4.3	0.2	-1.3	-7.0
CCOc1ccccc1NC(=O)NC1CCN(CC(=O)Nc2ccc3c(c2)OCCO3)CC1	1.9	1.3	0.8	3.3	3.3	1.8	2.3	7.0	6.7
CCCCCCOc1ccc(N2C(=O)CC(N3CCN(CCN=CC4C(=O)CC(C)(C)CC4=O)CC3)C2=O)cc1 (stereo not given)	14.0	-1.9	0.9	3.2	-0.7	3.6	3.7	2.1	13.8
CN(CCC(=O)Nc1ccc2c(c1)OCO2)Cc1ccccc1	-1.4	0.9	-1.1	-2.4	-2.6	4.3	-1.2	9.3	1.1
CN(CC(=O)Nc1ccc(Cl)cc1)C(=O)Cc1c(F)cccc1Cl	5.6	-0.5	3.5	-6.2	-3.0	-23.6	3.7	5.0	1.7
CCCCOc1ccc(/C=C/C(=O)NCCc2nc3ccccc3[nH]2)cc1	7.9	-3.3	-17.8	-1.1	-5.4	-2.7	2.8	2.9	1.8
O=C(COc1ncnc2sccc12)N1CCN(c2ccccc2)CC1	5.0	-3.9	2.7	-0.5	-2.1	-2.4	-0.7	1.3	-5.2
C=COCCn1c(-c2nonc2N)nc2ccccc21	-5.6	1.8	1.6	11.1	4.0	12.4	-1.5	6.5	-1.0
O=C(C[C@@H]1C/C=C\CCCC(=O)OC[C@@H]2CCCN2C1=O)N[C@@H](CO)Cc1ccccc1	-0.3	.	.	.	.	.	10.9	-0.6	2.5
COc1ccc(CNC(=O)C(=O)NCC2CCCN2S(=O)(=O)c2ccccc2)cc1 (stereo not given)	2.4	0.0	-2.2	4.8	-3.5	-1.4	5.7	1.1	-3.1
COc1ccc(C(=O)Nn2cnc3ccccc3c2=O)cc1[N+](=O)[O-]	-1.9	-1.1	-0.1	-1.6	-5.5	1.9	3.0	2.1	-0.5

Three compounds drawn at random from those above, as already listed:
SMILES	pPAFAH inh	MEX-5 binding	PME-1 primary	Bcl-xL primary	Fam108B inh	MCL1 BIM primary	PAFAH1B2 inh	AHR activator	GLD-1 RNA inh
COc1ccc(CNC(=O)C(=O)NCC2CCCN2S(=O)(=O)c2ccccc2)cc1 (stereo not given)	2.4	0.0	-2.2	4.8	-3.5	-1.4	5.7	1.1	-3.1
C=COCCn1c(-c2nonc2N)nc2ccccc21	-5.6	1.8	1.6	11.1	4.0	12.4	-1.5	6.5	-1.0
O=C(C[C@@H]1C/C=C\CCCC(=O)OC[C@@H]2CCCN2C1=O)N[C@@H](CO)Cc1ccccc1	-0.3	.	.	.	.	.	10.9	-0.6	2.5

Next structures
SMILES	pPAFAH inh	MEX-5 binding	PME-1 primary	Bcl-xL primary	Fam108B inh	MCL1 BIM primary	PAFAH1B2 inh	AHR activator	GLD-1 RNA inh
COc1ccc(C(=O)O)cc1NC(=S)NC(=O)C(c1ccccc1)c1ccccc1	-5.3	-1.4	-10.4	-4.4	-10.0	4.1	4.8	1.2	2.8
O=c1c2cnn(-c3ccccc3)c2nc(-c2ccco2)n1-c1ccccc1	7.5	-1.4	-2.1	2.4	0.3	1.9	0.8	10.7	8.9
Brc1ccc(-c2cn3nc4c(nc3n2)CCCC4)cc1	2.6	-10.6	-5.5	74.8*	-2.2	79.5*	4.2	-6.9	42.1*
O=C(CSS(=O)(=O)O)N1CCN(C(=O)c2ccoc2)CC1	0.5	-2.2	-4.3	9.5	-0.3	9.4	5.3	-0.6	4.1
CN(CC1COc2ccccc2O1)C(=S)Nc1ccccc1F (stereo not given)	2.5	-0.2	3.6	6.0	-0.2	6.8	2.0	0.7	6.5
CCC(NC(=O)Cc1c(C)c2cc3c(cc2oc1=O)OC(C)(C)CC3)C(=O)O (stereo not given)	-2.0	-2.4	0.3	-6.3	-2.9	-9.7	0.9	1.8	-3.6
CC1(C)Cc2ccccc2-c2nnc(-c3ccccc3)n21	2.0	1.9	3.7	-0.1	-3.3	4.9	1.2	2.5	4.2
CCSc1nnc(NC(=O)CSc2nc3c(c(=O)n2-c2ccccc2)SCC3)s1	2.4	1.9	3.5	-5.6	2.4	-3.2	2.1	1.0	-3.7
CCCCc1ccc(C2C(C#N)=C(N)SC(N)=C2C#N)s1	23.3	.	-20.6	-47.2	-10.6	-72.7	.	12.0	-83.3
Cc1ccc(N2CCN(C(=O)CNS(=O)(=O)c3ccc(Br)s3)CC2C)cc1 (stereo not given)	2.9	.	-6.4	-2.9	3.6	1.5	11.5	3.5	8.2
CCCCN1C(=O)C(=O)N(CC(=O)Nc2sc(C)c(CC)c2C(=O)OCC)C1=O	4.4	3.0	5.5	7.0	0.2	8.3	0.9	1.7	3.1
c1ccc(-n2c(Cc3cn4ccsc4n3)nnc2N2CCOCC2)cc1	-1.6	0.2	2.0	4.5	-2.5	6.3	4.5	1.4	-0.1
O=C(Nc1cc(N2CCOCC2)ncn1)NC1(C(F)(F)F)Oc2ccccc2O1	2.2	-0.9	0.9	11.6	1.4	12.5	0.9	9.1	-2.7
Cc1nc2ccccc2c(=O)n1/N=C/c1ccccc1F	4.5	0.4	-6.5	5.5	2.3	5.7	0.4	2.2	-0.6
O=C(Oc1ccccc1C(=O)N1CCOCC1)c1ccc(Br)cc1	2.5	-0.2	1.5	3.5	2.5	8.9	2.7	-0.6	9.2
COc1ccc(OC)c2[nH]c(=O)c(CCNC(=O)c3ccc(S(=O)(=O)N(C)C)cc3)cc12	2.8	1.3	-4.1	-0.3	-4.4	5.7	-3.1	1.9	-3.7
COc1cc(C2C(C#N)=C(N)OC3=C2C(=O)CC(C)(C)C3)c([N+](=O)[O-])cc1OC (stereo not given)	11.9	-54.2*	0.5	+	5.8	+	5.0	15.4	154.2*
CC1CC(C)CN(C(=O)CSCC(=O)O)C1 (stereo not given)	-1.7	-2.5	-1.9	3.6	-0.9	8.2	12.4	2.5	2.5
COc1ccc(Cl)cc1C(=O)NCc1ccc2c(c1)OCO2	8.0	1.5	1.9	4.7	2.8	6.5	2.8	-2.0	-1.2
O=C(COC(=O)/C=C/c1ccc(F)cc1)Nc1ccccc1-c1ccccc1	6.8	3.0	-0.6	-0.7	-3.1	-2.9	-0.5	-2.0	8.2
CC(C)OCCCNC(=O)c1cc(S(=O)(=O)N2CCc3ccccc32)cn1C	6.0	-2.2	6.2	0.1	0.5	-0.5	-0.3	6.0	7.4

Screens as filed in PubChem BioAssay.
